mIAP act = activators of mouse IAP, primary screen, biochemical, luminescence, uHTS | intestinal alkaline phosphatase [Mus musculus] | muIAP, CDP-Star luminescence, 30 min; hits give high values; 1 = vehicle-only enzyme signal, 0 = enzyme-free wells | activation factor at 10 µM | 330,000 tested, 0.24% active | AID 2805, 2010;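 active = activation factor of at least 2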; note: the source names both 10 and 20 µM as test concentration; values of inactives mirror those of a sister screen read the other way
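System: mouse IAP enzyme. Reagent: CDP-Star chemiluminescent phosphatase substrate. Benchmarks: DMSO wells, no-enzyme wells. Times: 30 min enzyme-substrate-compound incubation at room temperature. Detection: luminescence from enzymatic CDP-Star hydrolysis. Doses: test compounds delivered from DMSO solution.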
MIN6 prolif = inducers of MIN6 beta-cell proliferation, primary screen, ATP luminescence, uHTS; AID 2380, 2010; proliferation, % at 10 µM; MIN6 cells proliferation, ATPlite luminescence, 48 h; cells starved in 0.2% serum; 100% = growth in 10% serum; 330,000 tested, 0.29% active;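 active = compounds whose signal lies at least 3.5 SD above the mean of all wells on their plate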;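 note: 0% = DMSO-treated cells in low-serum medium and 100% = 10% serum control; some compounds called inactive have numbers as strong as hits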
TIM10 inh = growth inhibitors of isogenic TIM10 control yeast, primary screen, counter-screen for tim10-1 yeast inhibitor project, luminescence, uHTS; S. cerevisiae TIM10 strain growth, BacTiter-Glo luminescence, 24 h; inhibition, % at 10 µM; 330,000 tested, 1.4% active;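 active = inhibition of 40% or more at the single tested concentration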;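 note: wild-type TIM10 isogenic control strain grown at permissive 25 °C; 0% = DMSO yeast wells and 100% = minimal medium wells without yeast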
APOBEC3A inh = APOBEC3A ssDNA deaminase inhibitors, primary screen, selectivity assay for APOBEC3G inhibitor project, biochemical, FAM/TAMRA oligo cleavage fluorescence; 330,000 tested, 0.41% active; AID 493011, 2011; recombinant A3A, FAM/TAMRA ssDNA deamination fluorescence; inhibition, % at 20 µM;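 active = at least 40% inhibition at 20 µM here, with at most 30% in a related deaminase screen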;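 note: plate controls were A3A with DMSO for no effect and wells lacking A3A enzyme for full effect; some results filed as inactive read as strong as hits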
Target sequence (P31941 whole entry, looked up): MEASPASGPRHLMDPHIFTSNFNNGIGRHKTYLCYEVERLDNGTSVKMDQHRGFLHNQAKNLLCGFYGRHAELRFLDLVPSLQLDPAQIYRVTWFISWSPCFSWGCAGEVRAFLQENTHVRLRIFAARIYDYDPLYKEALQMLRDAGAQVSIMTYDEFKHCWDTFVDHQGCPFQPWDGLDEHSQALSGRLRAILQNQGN
NALP3 yeast inh = NALP3 inflammasome inhibitors in reconstituted yeast, primary screen, luminescence, uHTS | Yeast reconstituted NLRP3/ASC/caspase-1, beta-gal luminescence, 24 h | inhibition, % at 10 µM | 330,000 tested, 0.39% active;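 active = inhibition of 50% or more; inactive = inhibition below 50%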;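 note: plate controls were induced DMSO wells for no effect and uninduced yeast grown without galactose for full effect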
tim10-1 inh = growth inhibitors of tim10-1 mutant yeast, primary screen, luminescence, uHTS | S. cerevisiae tim10-1 ts strain growth, BacTiter-Glo, 24 h | inhibition, % at 20 µM | 330,000 tested, 2.2% active;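 active = inhibition of at least 40%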;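 note: mutant grown at 25 °C; 0% = DMSO wells with yeast and 100% = wells holding no yeast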
mIAP inh = inhibitors of mouse IAP, primary screen, biochemical, luminescence, uHTS; intestinal alkaline phosphatase [Mus musculus]; purified mouse IAP, CDP-Star luminescence, 30 min; inhibition, % at 10 µM; 330,000 tested, 0.2% active; AID 2806, 2010;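 active = inhibition of at least 40% at 10 µM in the primary screen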;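 note: plate controls were DMSO with enzyme for no effect and no enzyme wells for full effect; values of inactives mirror those of a sister screen read the other way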
hIAP inh = human IAP inhibitors, primary screen, biochemical, luminescence, uHTS. AID 2544, 2010. 330,000 tested, 0.12% active. inhibition, % at 10 µM. purified IAP, CDP-Star luminescence, 30 min. Intestinal-type alkaline phosphatase (Homo sapiens), P09923;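 active = inhibition reaching a set limit with compound at 10 µM in the primary screen, cut at about 35% in these data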;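 note: plate controls were DMSO wells with enzyme for no effect and no-enzyme buffer wells for full effect; values of inactives mirror those of a sister screen read the other way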
Target sequence (P09923 whole entry, looked up): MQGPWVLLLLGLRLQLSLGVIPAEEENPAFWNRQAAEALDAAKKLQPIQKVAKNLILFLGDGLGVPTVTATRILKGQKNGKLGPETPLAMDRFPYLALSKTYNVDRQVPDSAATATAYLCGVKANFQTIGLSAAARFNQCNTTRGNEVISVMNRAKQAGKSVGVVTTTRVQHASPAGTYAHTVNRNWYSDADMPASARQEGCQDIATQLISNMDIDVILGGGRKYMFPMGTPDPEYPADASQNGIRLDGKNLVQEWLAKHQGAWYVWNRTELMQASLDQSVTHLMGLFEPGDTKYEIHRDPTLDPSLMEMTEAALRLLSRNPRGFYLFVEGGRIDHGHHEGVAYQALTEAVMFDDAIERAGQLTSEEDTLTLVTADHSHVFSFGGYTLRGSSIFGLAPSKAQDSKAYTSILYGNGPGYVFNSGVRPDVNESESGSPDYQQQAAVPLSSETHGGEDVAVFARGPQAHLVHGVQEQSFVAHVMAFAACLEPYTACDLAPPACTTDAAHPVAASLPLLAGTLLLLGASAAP
APOBEC3G inh = APOBEC3G DNA deaminase inhibitors, primary screen, biochemical, fluorescence, single-stranded DNA substrate, uHTS | recombinant A3G, ssDNA deamination FAM/TAMRA fluorescence | inhibition, % at 20 µM | 330,000 tested, 0.28% active | AID 493012, 2011;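 active = inhibition of at least 40% at 20 µM, with no more than 30% in the related APOBEC3A deaminase screen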;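 note: plate controls were DMSO wells with A3G for no effect and wells lacking A3G enzyme for full effect; some compounds called inactive have numbers as strong as hits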
Active calls of the source: *; / = not tested or not shown. Hits appear at their usual frequency, and some 4.6% of all compounds hit somewhere here.

1. CCc1cccc(NC(=O)CCS(=O)(=O)c2ccc3c(c2)NC(=O)CO3)c1
2. COCCCN(C(=S)NC(=O)C(C)(C)C)c1c(N)n(Cc2ccccc2)c(=O)[nH]c1=O
3. Cc1ccc(C(=O)/C=C/c2ccc3ncccc3c2)cc1
4. CCOc1ccc(C(C)(N)C(=O)O)cc1 (stereo not given)
5. O=C(COC(=O)c1ccc(NS(=O)(=O)c2ccc(Br)s2)cc1)NC1CCCC1
6. CCC(=O)N(Cc1cccs1)C1CCOC(C)(C)C1 (stereo not given)
Screen / compound no.	1	2	3	4	5	6
mIAP act	0.95	0.92	0.94	1	0.97	1.1
MIN6 prolif	2	-1	-4	1	-2	0
TIM10 inh	2	2	52*	-8	-27	10
APOBEC3A inh	-4	1	-2	-1	0	-3
NALP3 yeast inh	11	-1	36	10	4	6
tim10-1 inh	10	12	53*	0	15	8
mIAP inh	5	8	6	-4	3	-13
hIAP inh	18	-12	-1	6	-2	6
APOBEC3G inh	-7	-2	-9	-1	-2	-7

Results in mIAP inh, NALP3 yeast inh and tim10-1 inh, for four of the compounds above:
entry	Compound	mIAP inh	NALP3 yeast inh	tim10-1 inh
5	O=C(COC(=O)c1ccc(NS(=O)(=O)c2ccc(Br)s2)cc1)NC1CCCC1	3	4	15
3	Cc1ccc(C(=O)/C=C/c2ccc3ncccc3c2)cc1	6	36	53*
1	CCc1cccc(NC(=O)CCS(=O)(=O)c2ccc3c(c2)NC(=O)CO3)c1	5	11	10
6	CCC(=O)N(Cc1cccs1)C1CCOC(C)(C)C1 (stereo not given)	-13	6	8

Next section.
7. O=C1C2ON(c3ccccc3)C(c3ccccn3)C2C(=O)N1c1ccc(Br)cc1 (stereo not given)
8. Cc1c(C(=O)O)sc2nc(SCC(=O)Nc3ccc(S(=O)(=O)NCCCC(=O)O)cc3)[nH]c(=O)c12
9. NS(=O)(=O)c1cccc(NC(=O)COC(=O)c2cc(Cl)ccc2[N+](=O)[O-])c1
10. Cc1ccc(C)c(OCCC(=O)OCC(=O)NCCNC(=O)COC(=O)CCOc2cc(C)ccc2C)c1
11. CC(C)OCCOc1ccc2oc(-c3ccco3)cc(=O)c2c1
12. C=CCN1C(=O)C(O)(CC(=O)c2ccccn2)c2ccccc21 (stereo not given)
Screen / compound no.	7	8	9	10	11	12
mIAP act	0.97	0.94	0.94	1	0.93	0.91
MIN6 prolif	-2	-3	0	1	-2	-4
TIM10 inh	14	5	-6	11	-5	0
APOBEC3A inh	0	1	-1	5	28	-1
NALP3 yeast inh	12	14	-6	6	42	16
tim10-1 inh	21	12	1	2	20	14
mIAP inh	3	6	6	-4	7	9
hIAP inh	-13	4	-2	0	-12	2
APOBEC3G inh	-6	-2	-5	-6	1	-4

13. O=C(COc1ccccc1)Nc1ccncc1
14. O=C(Cc1ccc([N+](=O)[O-])cc1)NNC(=O)c1ccc2c(c1)OCO2
15. Clc1ccccc1CSC1=NCCN1
16. O=C(Nc1ccc(-c2n[nH]c(=S)o2)cc1)c1ccccc1
17. COc1ccc(C2/C=C\CN(C(=O)c3ccccc3)CC(=O)N2Cc2cccc(F)c2)cc1 (stereo not given)
18. N=C1C(c2ccccc2)=C(O)CN1CCO
Screen / compound no.	13	14	15	16	17	18
mIAP act	1	0.94	0.95	1	1	1
MIN6 prolif	0	0	1	-4	/	0
TIM10 inh	3	-5	-4	6	16	4
APOBEC3A inh	-2	1	2	2	2	-4
NALP3 yeast inh	6	11	7	18	/	-9
tim10-1 inh	-9	-25	8	6	30	5
mIAP inh	-4	6	5	-1	0	-4
hIAP inh	-2	-46	-4	18	/	5
APOBEC3G inh	-9	-2	-11	1	-1	-3

19. COc1ccc2c(c1)nc(SCC(=O)c1ccc(Br)s1)n2C
20. c1ccc(-c2cn3nc(-c4ccccc4)c(-c4ccccc4)nc3n2)cc1
21. CC(NC(=O)Cn1cc(Br)c([N+](=O)[O-])n1)c1ccccc1 (stereo not given)
22. CCCN(Cc1cc2ccc(C)cc2[nH]c1=O)S(=O)(=O)c1ccccc1
23. Cc1ccc(C(=O)NC(=S)Nc2c(C)ccc3nsnc23)cc1
24. COc1ccc(NC(=O)CSc2nnc(-c3ccc(F)cc3)o2)cn1
Screen / compound no.	19	20	21	22	23	24
mIAP act	0.77	1.1	1	1.1	0.9	0.94
MIN6 prolif	-3	-2	1	1	-3	-1
TIM10 inh	22	7	0	-5	10	-1
APOBEC3A inh	-4	3	-3	-1	-1	-2
NALP3 yeast inh	17	-24	9	12	-18	7
tim10-1 inh	19	18	17	12	17	-3
mIAP inh	23	-15	0	-7	10	6
hIAP inh	16	-1	-6	-4	2	-5
APOBEC3G inh	-8	0	-3	-6	-2	-7

25. COc1ccc(C#Cc2c(-c3ccsc3)oc3ccc(N4CCOCC4)cc23)cc1
26. Cc1c2c(nc3nc4ccccc4n13)CC(C)(C)CC2=O
27. O=C(CC(=O)Nc1cccc(F)c1)Nc1cccc(F)c1
28. CC(=O)NCCNc1ccc([N+](=O)[O-])cn1
29. COc1ccc(/C=C2\CCC(C3CCCC3)C2=O)c(OC)c1 (stereo not given)
30. O=C(Cc1ccccc1)NN1C(=O)/C(=C/c2ccc(C(=O)O)cc2)SC1=S
Screen / compound no.	25	26	27	28	29	30
mIAP act	1	0.94	1.1	1	0.99	1
MIN6 prolif	-6	-1	-1	-1	0	-4
TIM10 inh	4	-10	-9	11	-1	5
APOBEC3A inh	1	-3	-5	1	-1	-6
NALP3 yeast inh	7	-11	13	-3	10	-5
tim10-1 inh	9	9	-1	-2	19	4
mIAP inh	-1	6	-7	-1	1	0
hIAP inh	17	-3	-16	5	11	-12
APOBEC3G inh	3	-5	-10	-1	-4	-7

31. O=C(NCc1cccs1)C1CCCCC1
32. COC(=O)C(C(=O)NCC1CCCO1)C1CCCC1 (stereo not given)
33. Cc1cc(C)cc(NC(=O)C(NCCN2CCOCC2)c2ccccc2)c1 (stereo not given)
34. COc1cccc(NC(=O)CN(C)C(=O)CC2CCCCC2)c1
35. Cc1c(C(=O)Nc2ccncc2)sc2nc(-c3ccc(F)cc3)cn12
36. COc1ccccc1C(=O)Nc1ccnn1C1CCN(C/C=C/c2ccc(F)cc2)CC1
Screen / compound no.	31	32	33	34	35	36
mIAP act	0.99	1	1.1	0.99	0.97	1.1
MIN6 prolif	-4	0	-3	-2	-3	-6
TIM10 inh	-1	-13	3	11	-16	3
APOBEC3A inh	-4	1	-6	2	-5	0
NALP3 yeast inh	-2	7	-2	16	15	0
tim10-1 inh	10	13	18	8	-12	11
mIAP inh	1	-2	-6	1	3	-6
hIAP inh	0	2	-22	-16	8	-3
APOBEC3G inh	-7	-3	-6	2	-9	-1

37. O=C(NC1CCN(Cc2ccccc2)CC1)c1ccc(Oc2cc(Cl)cc(Cl)c2)o1
38. COc1ccc(CNC(=O)COC(=O)c2cccs2)cc1
39. C[C@]12C(=O)N(c3ccccc3)C(=O)N1[C@@H]1c3ccccc3OC[C@@H]1[C@H]2c1ccccc1
40. COc1ccccc1-c1c(C)[nH]n2c(=O)c(Cc3ccccc3)c(C)nc12
41. COC(=O)N1C(=O)[C@@](c2ccc(OC)cc2)(C(C)C)N1C(=O)OC
42. O=C(CNC(=O)Cc1cccc2ccccc12)NCc1ccccc1F
Screen / compound no.	37	38	39	40	41	42
mIAP act	1.2	0.96	0.96	0.93	1.1	1
MIN6 prolif	-4	0	-3	-2	5	-3
TIM10 inh	-27	11	12	4	-11	-13
APOBEC3A inh	-2	1	-1	-1	-2	1
NALP3 yeast inh	38	7	-1	15	-17	16
tim10-1 inh	12	-2	21	-2	25	3
mIAP inh	-15	4	4	8	-6	-1
hIAP inh	-22	-2	-5	-8	14	6
APOBEC3G inh	-3	0	-12	-8	-9	-5

43. O=C(Nc1cccc(S(=O)(=O)N2CCCCCC2)c1)c1ccc(Cl)nc1
44. CCOc1ccc(NS(=O)(=O)N(C)C)cc1
45. CCCCC(CCC(=O)NNC(=O)Cc1ccccc1)C(=O)O (stereo not given)
46. Cc1ccc(S(=O)(=O)NCCC(=O)NCCOc2ccccc2)cc1
47. Cc1c(O)nc(SC2CC(=O)N(c3cc(Cl)cc(Cl)c3)C2=O)[nH]c1=O (stereo not given)
48. COc1ccc(NC(=O)Cn2nnc(C(=O)NCc3cccc(OC)c3)c2N)cc1
49. COc1ccccc1C1CC(=O)Oc2cc(C)c(Cl)cc21 (stereo not given)
50. CCC(C)(C)NC(=O)C(c1ccc(OC)cc1)N(Cc1ccccc1)C(=O)CCC(=O)Nc1cc(C)on1 (stereo not given)
51. COCCNC(=O)CCc1nc(-c2ccccc2)no1
Screen / compound no.	43	44	45	46	47	48	49	50	51
mIAP act	0.94	0.98	0.97	0.94	1	1	0.96	0.96	1.1
MIN6 prolif	-3	-2	-2	2	-3	0	/	0	2
TIM10 inh	-37	-3	-2	8	14	-2	-3	1	-9
APOBEC3A inh	0	-2	2	-1	1	-3	3	3	-3
NALP3 yeast inh	-1	4	15	8	4	10	/	-3	8
tim10-1 inh	-13	8	12	7	14	4	15	9	-18
mIAP inh	6	2	2	6	0	-2	4	4	-9
hIAP inh	6	-5	-1	3	1	18	/	5	-16
APOBEC3G inh	-4	-6	-8	-2	2	-5	-2	-3	-6

2 records drawn at random from the list so far, as already listed:
45. CCCCC(CCC(=O)NNC(=O)Cc1ccccc1)C(=O)O (stereo not given)
50. CCC(C)(C)NC(=O)C(c1ccc(OC)cc1)N(Cc1ccccc1)C(=O)CCC(=O)Nc1cc(C)on1 (stereo not given)
Screen / compound no.	45	50
mIAP act	0.97	0.96
MIN6 prolif	-2	0
TIM10 inh	-2	1
APOBEC3A inh	2	3
NALP3 yeast inh	15	-3
tim10-1 inh	12	9
mIAP inh	2	4
hIAP inh	-1	5
APOBEC3G inh	-8	-3

High-throughput results from PubChem BioAssay.
